Source: PubChem BioAssay
S3 lipid droplet: qHTS Assay for Lipid Storage Modulators in Drosophila S3 Cells | 320,000 tested, 0.64% active | lipid storage change, negative = inhibition, % at the top dose, mostly 46.1 µM; hits show Potency in µM | Drosophila S3 cells, BODIPY lipid droplet fluorescence, 18-24 h; cells fed with added oleic acid; active means well fitted inhibition curve with a large enough effect in the signal ratio, with a control signal flat, not every such curve was filed as active; inconclusive means small, poorly fitted or top-dose-only effect, or effect the other way, or a change in a side signal; the % refers to the signal ratio
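Drosophila S3 cells got compounds at several concentrations plus oleic acid (400 uM solution). Laser-scanning cytometry with 488 nm excitation read lipid droplets at 500-530 nm and cells at 575-640 nm. Percent activity was relative to 20 uM Triacsin C.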
S3 lipid droplet cell count max: second read-out of S3 lipid droplet, no call of its own (marks repeat the call); cell number change, %; measured here: cell count max response;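 cells counted by Cell Tracker Red CMTPX staining in the red channel; peak over a dose series mostly up to 46.1 µM; percent activity relative to internal control wells on each plate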
The depositor's hits bear a star; i = inactive; ? = inconclusive; / = no result given. On the % scale 0 is the no-effect control and ±100 the full control effect; potency means the concentration at half of the fitted maximal effect.

SMILES | S3 lipid droplet | S3 lipid droplet cell count max
Cc1c(C(=O)N2CCCCC2)c(S(=O)(=O)N2CCC(C)CC2)c(C)n1C | ? | /
O=C(c1ccncc1)N1CCN(CCc2ccccc2)CC1 | i | 16
O=C1NC(c2ccc3c(c2)OCO3)Oc2ccccc21 (stereo unspecified) | ? | /
CC(C)CNC(=O)c1cc(=O)[nH]c2ccc(S(=O)(=O)Nc3ccc(F)cc3)cc12 | ? | /
Cc1ccccc1CC1SC(N)=NC1=O (stereo unspecified) | ? | /
COc1ccc(S(=O)(=O)N2CCOCC2)cc1NC(=O)CN1CCN(C)CC1 | ? | /
O=C(NC1CCCCC1)C(c1ccc(F)cc1)N(CCCN1CCOCC1)C(=O)c1ccc(CN2CCOCC2)o1 (stereo unspecified) | ? | /
CSC(=S)N/N=C/c1ccc(Br)cc1 | -2% | -5
CC(=O)c1ccc(N2CCN(C(=O)CCCn3c(=O)[nH]c4ccsc4c3=O)CC2)cc1 | 7% | 3
CCc1ccc(Nc2cnn(C34CC5CC(CC(CC(=O)O)(C5)C3)C4)c(=O)c2Cl)cc1 | 8% | 8

Some of the entries above in another layout:
S3 lipid droplet	S3 lipid droplet cell count max	molecule
7%	3	CC(=O)c1ccc(N2CCN(C(=O)CCCn3c(=O)[nH]c4ccsc4c3=O)CC2)cc1
8%	8	CCc1ccc(Nc2cnn(C34CC5CC(CC(CC(=O)O)(C5)C3)C4)c(=O)c2Cl)cc1
?	/	O=C(NC1CCCCC1)C(c1ccc(F)cc1)N(CCCN1CCOCC1)C(=O)c1ccc(CN2CCOCC2)o1 (stereo unspecified)
?	/	Cc1ccccc1CC1SC(N)=NC1=O (stereo unspecified)
i	16	O=C(c1ccncc1)N1CCN(CCc2ccccc2)CC1

Back to the main list, repeating the 2 entries before the break.
SMILES | S3 lipid droplet | S3 lipid droplet cell count max
CC(=O)c1ccc(N2CCN(C(=O)CCCn3c(=O)[nH]c4ccsc4c3=O)CC2)cc1 | 7% | 3
CCc1ccc(Nc2cnn(C34CC5CC(CC(CC(=O)O)(C5)C3)C4)c(=O)c2Cl)cc1 | 8% | 8
O=C(CCC(=O)Nc1ccc(Cl)cc1Cl)NNC(=O)[C@@H]1CCCC[C@@H]1C(=O)O | 3% | 0
O=C(c1ccc(S(=O)(=O)Nc2ccccc2F)cc1)N1CCCC1 | ? | /
CCOc1nc(-c2ccc(C)cc2)ccc1-c1noc(-c2cccnc2)n1 | ? | /
O=C(OCC(=O)N1CCOCC1)c1ccc(O)cc1 | ? | /
Cc1nc(SCC(N)=O)[nH]c(=O)c1Cc1ccc(OC(C)C)cc1 | ? | /
COc1ccc(/C=C2\N=C3CCCN3C2=O)cc1 | 11% | 9
NNC(=O)c1ccc(Cl)cc1Cl | ? | /
Cn1nc(C(F)(F)F)c(-c2ccc(F)cc2)c1NC(=O)CSCC(=O)O | i | /
NC(=S)c1c(Cl)cc(C(F)(F)F)cc1Cl | ? | /
Cc1cc(C)c(C)c(S(=O)(=O)N2CCC(C(=O)NC3=NCCS3)CC2)c1C | ? | /
COc1ccc(-n2nc(C(=O)NCC(=O)NC3CCCCCC3)c3ccccc3c2=O)c(OC)c1 | ? | /
COc1ccccc1NC(=O)C(C)OC(=O)C(C)SCC(=O)Nc1ccc(C)cc1 (stereo unspecified) | ? | /
O=C(c1ccc(C(F)(F)F)n(Cc2ccc(Cl)cc2)c1=O)N1CCOCC1 | 9% | 10
COc1cc(/C=C2\SC(=S)N(NC(=O)c3ccc(O)cc3)C2=O)ccc1O | ? | /
CC(C)CN(C(=O)CN1CCN(c2ccc(O)cc2)CC1)c1c(N)n(CC(C)C)c(=O)[nH]c1=O | -1% | 4
Cc1ccc(C)c(OCC(=O)NC2CCCCCC2)c1 | ? | /
CS(=O)(=O)N1CCC(Oc2ccccc2C(=O)N2CCC[C@H]2CO)CC1 | 0% | -5
CC(C)CCNC(=O)c1ccccc1NC(=O)C1=CSCCO1 | ? | /
C=CCNc1cc(C)oc(=O)c1C(=O)CC | 8% | 9
c1ccc(CN2CCOCCOCCOCCOCC2)cc1 | 8% | 1
CCOC(=O)N1CCN(c2ccc(Cl)c(Cl)c2)CC1 | -1% | /
O=C(CCn1cncn1)N1CCCC(N2CCN(c3cccc(C(F)(F)F)c3)CC2)C1 (stereo unspecified) | 5% | 2
C=CCSC1=N/C(=C\C=C\c2ccco2)C(=O)S1 | ? | /
CCC(=O)N/C(=N/c1nc(C)cc(C)n1)Nc1ccccc1 | ? | /
O=C(Nc1ccc2ncccc2c1)c1ccccc1 | ? | /
CC(C)Cn1cc(F)c(=O)n(CC(C)C)c1=O | 3% | 19
COc1ccc(OCC(=O)Nc2ccc(S(=O)(=O)N3CCCC3)cc2)cc1 | ? | /
O=C(c1nn2c(C(F)(F)F)cc(-c3ccco3)nc2c1Br)N1CCCc2ccccc21 | ? | /
Cc1cc(C)cc(N(CC(=O)N2CC=C(c3ccccc3)CC2)S(=O)(=O)c2c(C)noc2C)c1 | ? | /
COc1ccc(CC(=O)N2CC(C)CC(C)C2)cc1OC (stereo unspecified) | ? | /
COc1cccc2c1Oc1ncccc1N(C(=O)CCC(=O)NCc1ccccc1Cl)C2 | i | -3
Cc1c(-c2ccc(O)cc2)nc2nc(-c3ccccc3)c(-c3ccccc3)nn12 | ? | /
CCc1ccc(C(=O)CSc2nc(C)cc(=O)[nH]2)cc1 | ? | /
COc1ccc(NC(=O)/C=C/c2ccc(OC(F)F)cc2)cn1 | ? | /
Cc1ccc(C(=O)N2CCN(c3ccccn3)CC2)cc1[N+](=O)[O-] | -25% | -26
Cc1ccc(-n2nc3c(c2NC(=O)c2c(-c4ccccc4Cl)noc2C)CS(=O)(=O)C3)c(C)c1 | i | /
CC(=O)c1cccc(Nc2nc(-c3sc(C)nc3C)cs2)c1 | ? | /
COc1ccc(NC(=O)N2CCCCCC2)c(OC)c1 | -8% | 7
CC(C)C(=O)Nc1ccc(NC(=O)c2cccnc2)cn1 | -14% | 19
O=C(COC(=O)Cc1ccsc1)NCC1CCCCC1 | ? | /

Single records (already shown):
`CC(=O)c1cccc(Nc2nc(-c3sc(C)nc3C)cs2)c1` is listed with S3 lipid droplet = ?; S3 lipid droplet cell count max = /
`O=C(COC(=O)Cc1ccsc1)NCC1CCCCC1` is listed with S3 lipid droplet = ?; S3 lipid droplet cell count max = /

Next section:
SMILES | S3 lipid droplet | S3 lipid droplet cell count max
O=C(NCCc1ccccc1)c1cnc2sccn2c1=O | 6% | -9
C/C=N/N(c1ccccc1)c1ccccc1 | -6% | 0
CCOC(=O)C1=C(C)N=C2SC(C(=O)OC)=CC(=O)N2C1c1ccc(F)cc1 (stereo unspecified) | ? | /
COc1ccc(C[C@H]2CN3C(=NC[C@@H]3C(C)C)N2C[C@H](C)NC(=O)c2ccc(C)c(Br)c2)cc1 | ? | /
CCOc1ccc(CNS(=O)(=O)c2ccc(-c3ccc(=O)[nH]n3)o2)cc1OC | i | 3
CN(CC(=O)Nc1ccc(F)cc1)C(=O)CN1C(=O)NC2(CCCC2)C1=O | ? | /
CCc1ccc(N2C(=O)C3C4CCC(C4=C(C)C)C3C2=O)cc1 (stereo unspecified) | ? | /
CC1Cc2ccccc2N1C(=O)c1cc2sccc2n1Cc1ccc(F)cc1 (stereo unspecified) | -7% | 0
CCC1=NN(C(=O)Cc2ccc([N+](=O)[O-])cc2)C(O)(C(F)(F)F)C1 (stereo unspecified) | 13% | -12
CCCCNC(=O)c1onc(CSc2cc(C)ccc2C)c1C(=O)O | ? | /
Cc1oc(=O)c(NC(=O)c2ccc(Cl)cc2)cc1C(=O)c1ccccc1 | ? | /
COc1cccc(C(=O)N2CCN(C(=O)COc3ccc4ccccc4c3)CC2)c1 | ? | /
COc1ccccc1CNS(=O)(=O)c1ccc2c(c1)CC(=O)N2C | i | -2
Cc1cccc(NC(=O)CN2C(=O)S/C(=C\c3ccc(-c4cccc(C(=O)O)c4C)o3)C2=O)c1 | -5% | -1
Cc1cc(=O)oc2cc(OCC(=O)NCCN3CCOCC3)ccc12 | ? | /
O=C(Nc1ccc(N2CCN(C(=O)c3cccs3)CC2)cc1)c1ccco1 | ? | /
CC(=O)Nc1c(C)ccc(CNC(=O)COc2ccc(F)cc2)c1C | ? | /
COc1ccccc1C(=O)N(CCC1CCCN1C)c1nc2ccccc2s1 (stereo unspecified) | 4% | 18
CCCCCCn1c(NCC)nc2c1c(=O)[nH]c(=O)n2C | i | 29
CC(=O)Cn1ncc(N2CCOCC2)cc1=O | ? | /
CCOc1ccc(S(=O)(=O)Nc2ccc(C(=O)NCCCN3CCOCC3)cc2)cc1 | ? | /
CCC(C)(C)n1nnnc1C(C(C)C)N1CCN(C(=O)c2ccco2)CC1 (stereo unspecified) | ? | /
CCOc1nc(SCCOc2ccc(Cl)cc2Cl)nc(N(C)C)n1 | ? | /
O=C1C2C(c3cccc(/C=C/c4ccccc4)c3)CC=CC2C(c2ccc(C(F)(F)F)cc2)N1Cc1ccccc1 (stereo unspecified) | 9% | 0
Cc1nc2ccc(NC(=O)c3ccc([N+](=O)[O-])cc3)cc2s1 | ? | /
CC(C)(C#N)c1cc(Cn2cncn2)cc(C(C)(C)C#N)c1 | ? | /
CC(NC(=O)C1CCC(C(C)(C)C)CC1)C(c1ccccc1)N1CCOCC1 (stereo unspecified) | 4% | /
C=CCn1c(SCC(=O)Nc2sccc2C(N)=O)nc2sc(C)c(C)c2c1=O | ? | /
CCOC(=O)c1c(-c2ccccc2)cn2c(C)cc(C)nc12 | i | 6
O=C(OC(C(=O)NCc1ccccc1)c1ccccc1)c1ccco1 (stereo unspecified) | ? | /
Nc1ccc(S(=O)(=O)NNC(=O)C(=O)NNc2ccccn2)cc1 | ? | /
CN1CCS/C1=C/C=C1\SC(=S)N(CC(=O)O)C1=O | 13% | -5
Cc1cccc(NC(=O)Cn2nc(-c3ccco3)ccc2=O)c1C | ? | /
C=CCOc1ccc(CN(C)C(=O)C2CCCO2)cc1 (stereo unspecified) | ? | /
Cc1ccc(C(=O)N(CC(=O)NC2CCCCC2)c2ccccc2C)s1 | -2% | 1
CCOc1ccc2[nH]c3c(N4CCN(C(=O)c5ccco5)CC4)ncnc3c2c1 | ? | /
CC(C)CCNC(=O)c1cc(-c2ccncc2)nc2ccc(S(=O)(=O)N3CCOCC3)cc12 | -2% | 19
CN(CC(=O)N1CCN(C2CCCCC2)CC1)S(=O)(=O)c1cccc2nsnc12 | i | /
CCc1cc(C(=O)O)c(NC(=O)/C=C/c2ccc(OC)cc2)s1 | ? | /
O=C(O)Cc1ccc(NC(=O)c2ccc3c(c2)C(=O)N(Cc2ccco2)C3=O)cc1 | ? | /
CC(=O)N1CCCc2cc(S(=O)(=O)NC(C(=O)NC3CCCCC3)C(C)C)ccc21 (stereo unspecified) | 0% | 13
Cc1cccc(NC(=O)c2sc3nc(-c4ccccc4)cn3c2C)n1 | ? | /
CCCCn1c(SCC(=O)NCc2ccc(OC)c(C(=O)O)c2)nc2cc(S(N)(=O)=O)ccc21 | ? | /
COc1cccc(CNc2nc(-c3cccnc3)nc3ccccc23)c1 | ? | /
O=C(COC(=O)c1cc(C(F)(F)F)cc(C(F)(F)F)c1)NCc1ccc(Cl)cc1 | ? | /
CCCCNC(=S)NCc1ccc2[nH]c3c(c2c1)CCCC3 | -7% | -7
Nc1nnc(C(F)(F)F)s1 | i | 11
CCCn1c(N)c(C(=O)COC(=O)CCNS(=O)(=O)c2ccccc2F)c(=O)[nH]c1=O | ? | /
O=C(CN(c1ccc(Cl)c(Cl)c1)S(=O)(=O)c1ccccc1)N1CCc2ccccc2C1 | i | -2
COc1ccc(CN(C(=O)c2cc3ccccc3oc2=O)C2CCS(=O)(=O)C2)cc1 (stereo unspecified) | ? | /
CC(C)c1ccc(OC(=O)NCCO)cc1 | i | -12

Not all compounds are listed (hit frequency here may not be typical).
